High-throughput results deposited in PubChem BioAssay by The Scripps Research Institute Molecular Screening Center.
CHO-K1 Ca PAM: counter-screen for M1 PAMs: effect in parental CHO-K1 cells; activation, % at 3 µM; 360,000 compounds, 0.02% hits; AID 602247; ATP EC20, Fluo-8 calcium fluorescence; 0% at ATP EC20, 100% at ATP max;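 active = activation above the run cutoff, the mean activation of all test compounds plus 3 SD, cut at about 40% in these data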;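 note: peak over basal fluorescence ratio in a 140 s read after ATP addition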
CHRM5 PAM: positive allosteric modulators of human muscarinic M5 receptor. P08912. CHO-K1 hM5, Fluo-8 calcium, ACh EC20 PAM; 0% = ACh EC20, 100% = ACh EC100. activation, % at 3 µM. 360,000 compounds, 0.3% hits. AID 624038;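 active = activation above the run cutoff, the mean activation of all test compounds plus 3 SD, cut at about 18% in these data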
Target sequence (P08912 whole entry, looked up): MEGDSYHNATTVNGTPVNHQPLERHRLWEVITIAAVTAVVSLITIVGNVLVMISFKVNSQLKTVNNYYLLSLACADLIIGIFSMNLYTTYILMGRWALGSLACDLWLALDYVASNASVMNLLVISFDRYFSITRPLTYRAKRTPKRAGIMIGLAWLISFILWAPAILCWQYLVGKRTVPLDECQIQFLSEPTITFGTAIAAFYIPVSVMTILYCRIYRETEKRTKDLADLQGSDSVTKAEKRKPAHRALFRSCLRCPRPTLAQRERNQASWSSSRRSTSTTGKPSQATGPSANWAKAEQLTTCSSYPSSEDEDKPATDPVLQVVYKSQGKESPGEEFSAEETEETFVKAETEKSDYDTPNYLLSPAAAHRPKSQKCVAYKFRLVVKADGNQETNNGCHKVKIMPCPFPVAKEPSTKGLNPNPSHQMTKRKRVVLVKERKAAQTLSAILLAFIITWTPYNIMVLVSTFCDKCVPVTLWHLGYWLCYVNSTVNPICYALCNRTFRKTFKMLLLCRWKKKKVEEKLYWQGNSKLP
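Assay system: CHO-K1 hM5 cells. Also added: acetylcholine at EC20 concentration, added after compound. Dosing: 3 µM, single dose. Times: compound preincubation 140 s before EC20 acetylcholine addition. Signal: Fluo-8 calcium fluorescence. Measure: % activation relative to EC20 and EC100 ACh responses. Repeats: singlicate, one well per test compound.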
M4 ag: agonists of human muscarinic M4 receptor (CHRM4). 360,000 compounds, 0.14% hits. activation, % at 3 µM. CHO-K1 hM4/Gqi5, Fluo-8 calcium fluorescence; vehicle 0%, full acetylcholine response 100%. P08173;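 active = activation above the run mean over all test wells plus 3 SD, cut at about 32% in these data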;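 note: peak over basal fluorescence ratio per well then scaled between controls; 0% = DMSO wells and 100% = acetylcholine at EC100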
Target sequence (P08173 whole entry, looked up): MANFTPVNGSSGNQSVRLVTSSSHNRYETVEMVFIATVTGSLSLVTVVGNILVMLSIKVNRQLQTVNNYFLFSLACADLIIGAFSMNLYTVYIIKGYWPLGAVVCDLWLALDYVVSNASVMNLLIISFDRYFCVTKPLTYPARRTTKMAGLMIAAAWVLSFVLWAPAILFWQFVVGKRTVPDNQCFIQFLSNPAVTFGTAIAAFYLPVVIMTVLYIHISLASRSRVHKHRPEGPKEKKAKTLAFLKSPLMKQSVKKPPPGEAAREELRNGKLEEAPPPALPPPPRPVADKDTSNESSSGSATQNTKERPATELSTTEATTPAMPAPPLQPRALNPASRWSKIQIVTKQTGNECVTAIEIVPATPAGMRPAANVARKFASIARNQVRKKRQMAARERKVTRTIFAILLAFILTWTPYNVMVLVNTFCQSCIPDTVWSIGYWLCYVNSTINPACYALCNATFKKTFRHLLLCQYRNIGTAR
CHO-K1 Ca antag: counter-screen for M1 antagonists: effect in parental CHO-K1 cells; AID 602250; inhibition, % at 3 µM; ATP-induced calcium, Fluo-8 fluorescence; 360,000 compounds, 0.6% hits;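 active = inhibition above a per-plate cutoff, the plate's mean sample inhibition plus 3 SD, cut at about 24% in these data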;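 note: 0% = DMSO plus EC80 ATP and 100% = DMSO alone without ATP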
M1 ag parental: nonselective activator or artifact in parental CHO-K1 cells; Fluo-8 calcium fluorescence; scaled to maximal ATP response, vehicle zero; activation, % at 3 µM; 360,000 compounds, 0.48% hits; in the data active = activation above about 15%;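 note: untransfected CHO-K1 host cells lacking M1 receptor as counterscreen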
M5 antag: CHRM5 antagonism in calcium assay; 360,000 compounds, 0.59% hits; inhibition, % at 3 µM; CHO-hM5 cells, Fluo-8 calcium fluorescence, ACh EC80; AID 624040;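 active = inhibition above a per-plate cutoff, the mean of that plate's test compounds plus 3 SD, cut at about 27% in these data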;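 note: 0% = acetylcholine EC80 with DMSO and 100% = DMSO without agonist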
M4 antag: CHRM4 antagonism in calcium assay | inhibition, % at 3 µM | 360,000 compounds, 0.73% hits | P08173 | CHO-hM4 cells, ACh EC80, Fluo-8 calcium fluorescence;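 active = inhibition above its plate's cutoff, the mean inhibition of sample wells plus 3 SD, cut at about 27% in these data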;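 note: 0% = acetylcholine EC80 with DMSO and 100% = DMSO without agonist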
M4 PAM: CHRM4 positive allosteric modulation; CHO-K1 hM4/Gqi5, Fluo-8 calcium fluorescence, ACh EC20; 0% = ACh EC20, 100% = maximal ACh; activation, % at 3 µM; P08173; AID 624126; 360,000 compounds, 0.4% hits;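 active = activation above its plate's cutoff, the mean activation of sample wells plus 3 SD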; note: some results filed as inactive read as strong as hits
CHRM5 agonist: CHRM5 agonism in calcium assay. AID 624037. 360,000 compounds, 0.19% hits. activation, % at 3 µM. CHO-K1 hM5 cells, Fluo-8 calcium fluorescence; 0% DMSO wells, 100% maximal acetylcholine response;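 active = activation above the run's mean over test compounds plus 3 SD, cut at about 23% in these data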;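 note: signal is peak over basal fluorescence ratio across the kinetic read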
* = called active by the depositor.

Molecule	M4 PAM	M5 antag	M1 ag parental	CHO-K1 Ca PAM	CHRM5 agonist	M4 ag	CHRM5 PAM	M4 antag	CHO-K1 Ca antag
CCN(CC)C(=O)c1cn(CCC#N)nc1-c1ccc2c(c1)OCCO2	0	9	0.0	-4	-2	1	-1	7	-2
COc1ccccc1OCC(=O)OCC(=O)Nc1ncc(Cl)cc1Cl	6	-6	-0.2	-5	-1	1	1	-6	-8
CN(C)S(=O)(=O)c1cccc(NC(=S)NCCc2ccccn2)c1	7	6	0.8	-6	-2	1	3	3	-11
O=C(NCCN1CCCCCC1)C1CC(=O)N(CCc2ccccc2)C1 (centres undefined)	-5	-2	-0.2	6	-4	1	-4	0	6
COc1ccc(C2/C(=C(/O)c3ccccc3)C(=O)C(=O)N2C)cc1OC (centres undefined)	-1	-3	-0.5	11	1	1	-2	3	8
CC(=O)CSc1nc2cc3c(cc2cc1C#N)OCCO3	10	3	1.4	0	-1	2	2	4	13
Cc1nnc(NC(=O)C2=COCCO2)s1	11	5	0.1	-7	1	1	4	0	6
Cc1cccc2cc3c(N)c(C(=O)Nc4ccc(N5CCOCC5)cc4)sc3nc12	-4	4	5.6	5	7	10	-6	7	-7
CCCCN(C)C(=O)Cn1ncc2c3ccccc3n(CCC)c2c1=O	0	3	0.6	5	1	3	-2	2	-15
C/C(=N/Nc1ccnc2cc(Cl)ccc12)c1ccc(O)cc1	-9	10	2.0	-3	0	16	-24	-5	-6
O=C(CCn1cnnn1)N1CCCC(Nc2ccc(F)c(F)c2)C1 (centres undefined)	16	-6	0.0	-18	-2	1	15	-11	-6
CCN(CC)S(=O)(=O)c1ccc2c(c1)c(C(=O)O)cn2C	5	5	-0.3	4	-3	0	6	-5	-5
O=c1c[n+]([O-])c2ccccc2n1OCc1ccccn1	11	-2	1.9	23	0	2	9	-12	-15
CCOc1ccccc1C(C(=O)NCCOC)N(CCOC)C(=O)Cn1nnc2ccccc21 (centres undefined)	6	2	1.1	-1	-4	0	-3	6	0
COC(=O)C1=C(O)/C(=C\c2cc(C)n(-c3ccccc3C)c2C)N=C1C	5	2	0.1	-1	3	3	2	0	8
COc1ccc(COC(=O)C2=C(C)NC(=O)NC2c2ccccc2OC(C)C)cc1 (centres undefined)	-4	6	1.9	7	3	2	-5	4	-5
COc1ccccc1OCC(=O)Nc1ccncc1	-2	15	5.2	18	2	2	-9	-5	-8
Cc1ccc(C2(C)NC(=O)N(CC(=O)Nc3ccccc3N3CCCCC3)C2=O)cc1 (centres undefined)	-1	-1	1.9	-1	11	8	-3	-17	-3
O=C(NCc1ccco1)c1cc(-c2ccncc2)nc2ccccc12	-8	6	3.0	14	2	7	-9	10	-11
CCCCn1c(N)c(N(CCOC)C(=O)CSc2n[nH]c(-c3ccc(C)cc3)n2)c(=O)[nH]c1=O	-2	7	0.1	-6	-1	0	-7	12	-4
N#Cc1cc(-c2ccccc2)cnc1Sc1ccc(Cl)cc1	14	3	0.0	-3	-1	0	-1	-16	1
COc1cc(CNC2CCCCCC2)cc(OC)c1OC	-1	-1	0.5	9	-4	0	-1	4	-11
CC(OC(=O)c1cccc(Cl)c1)C(=O)NC1CCCCC1C (centres undefined)	1	-5	1.1	16	0	0	7	-1	-7
NS(=O)(=O)c1ccc(CNC(=O)c2cc(-c3cccnc3)nc3ccccc23)cc1	-7	13	0.2	8	0	1	2	9	-5
COc1cccc(NC(=O)c2ccc(C(=O)c3ccccc3)o2)c1	-7	16	6.0	17	-7	15	-6	-7	-15
O=C(O)Cc1ccc(NC(=S)Nc2ccc(Br)cc2Cl)cc1	8	2	0.3	-3	2	0	14	10	-5
CC(C)CNC(=O)CSc1nnc(-c2cccc(S(=O)(=O)N3CCCCC3)c2)o1	-5	-7	0.7	14	-2	1	-2	-1	-9
COc1cc(SC)ccc1C(=O)Nc1ccc(OCC(=O)N2CCOCC2)cc1	0	4	2.8	-4	0	2	-2	-3	-11
O=C(Nc1cc(Cl)ccc1Cl)C1CCCO1 (centres undefined)	11	8	0.4	-2	-6	0	7	-6	4
O=C(Cn1c(=O)cnc2ccccc21)NNC(=O)c1ccc(Cl)cc1	3	3	0.1	6	1	0	-1	-4	-14
COc1cc(OC)cc(-c2n[nH]c(=S)n2-c2cc(OC)ccc2OC)c1	0	-6	0.2	17	-1	0	3	-12	-3
O=C(NC(c1ccccc1)c1ccsc1)C1CCN(Cc2ccccc2)CC1 (centres undefined)	-9	13	3.0	-9	-2	15	-13	-19	12
O=C(Nc1ccccc1C(=O)N/N=C/c1ccco1)c1ccc(Cl)cc1	2	-5	3.0	13	-1	8	-9	-9	0
C=CCOc1ccc(C2NC(=O)c3ccccc3O2)cc1 (centres undefined)	0	4	0.6	13	0	0	2	-5	-9
COc1ccccc1CN(C)C(=O)CSCC(=O)Nc1ccccc1F	4	3	1.3	13	-1	4	-3	1	-16
Cn1cc(/C=N/NC(=O)c2ccccc2O)c2ccccc21	-6	4	0.9	-8	0	2	-7	12	7
COc1ccc(/C=N/Nc2nc(-c3ccc(C)cc3)c(C#N)c(=O)[nH]2)cc1	-2	4	-0.2	-4	-3	0	0	6	-1
Cc1ccc(-c2cc(C(=O)O)c3ccccc3n2)s1	1	4	2.5	4	-1	6	-6	-12	-10
CCN(CC)S(=O)(=O)c1cccc(-c2csc(C)n2)c1	6	-2	-0.1	8	1	0	-4	-1	-8
COc1ccc(CNC(=O)C2CCN(S(=O)(=O)N3CCCC3)CC2)c(OC)c1	-2	-5	9.9	7	-2	2	1	4	4
CN(C)C(CNC(=O)c1cc2ccccc2o1)c1ccco1 (centres undefined)	0	8	0.5	13	-3	1	9	-4	-12
CCCC(=O)n1nc(-c2ccc(C)cc2)nc1NCc1ccco1	5	2	0.8	23	6	0	9	-9	-13
CC#CCN1c2ccccc2[C@]23C[C@@H](C(=O)OC)N=C2NC(C(=O)OC)=C(C(=O)OC)[C@H]13	11	10	0.1	23	0	0	4	5	-16
Cc1nnc(OC(C)C)c2nn(-c3ccccc3F)c(C)c12	2	-8	-0.1	13	0	-1	2	0	1
Cc1nn(Cc2ccc(Cl)c(Cl)c2)c(C)c1NC(=O)c1noc2c1CCCCC2	15	-1	0.5	5	1	1	2	9	13
Cc1cccc(OCC(=O)NCCNC(=O)c2ccccn2)c1	5	10	0.2	-15	-1	4	-1	-8	4
CC(C)COP(=O)(c1ccc(N(C)C)cc1)C(O)c1ccncc1 (centres undefined)	7	-4	0.2	23	-3	0	9	-2	3
CCSc1nc(N2CCCCC2)c2c(c1C#N)CCCC2	0	4	0.3	7	0	0	-3	2	4
COc1ccc(NC(=O)NNc2cc(N3CCOCC3)nc(N3CCOCC3)n2)cc1	10	5	-0.6	-13	-1	2	6	-18	-6
COc1cc(C=O)ccc1OC(=O)c1cccnc1	0	30*	0.0	10	-2	1	-14	-8	-13

Carrying on:
Molecule	M4 PAM	M5 antag	M1 ag parental	CHO-K1 Ca PAM	CHRM5 agonist	M4 ag	CHRM5 PAM	M4 antag	CHO-K1 Ca antag
NC(=S)N/N=C/c1c(O)c(Br)cc2oc3c(c12)CCCC3	4	1	0.3	20	-3	0	6	-1	-18
CC1CC(=O)Nc2cc([N+](=O)[O-])ccc2N1 (centres undefined)	0	6	-0.5	-10	3	0	2	-11	1
CC(C)CNC(=O)C(=O)NCC1OCCCN1S(=O)(=O)c1ccc2c(c1)OCCO2 (centres undefined)	1	-1	0.7	3	1	0	-1	-1	-4
Cn1c(SCc2ccccn2)nc2c1c(=O)[nH]c(=O)n2C	5	5	0.7	-6	-3	1	1	-7	6
c1csc(-c2nn3c(C4CCCCC4)nnc3s2)c1	9	3	-0.2	0	-1	-1	-3	-5	-20
CCN(CC)S(=O)(=O)c1ccc(N2CCCCC2)c(NC(=O)/C(C#N)=C/c2ccc(OC)cc2)c1	1	6	0.9	11	-3	0	-1	-10	1
CSc1nc(Cl)cc(=O)[nH]1	0	-5	0.5	-29	-1	2	3	-12	-6
CC(C)C(=O)Nc1nnc(SCC(=O)NC2CCCC2)s1	-3	15	-0.1	-3	-2	0	-3	-2	12
Cc1nc(C)c(C(=O)N(c2ccccc2F)C(C(=O)NCC2CCCO2)c2ccccc2)s1 (centres undefined)	-4	1	0.5	5	-2	3	7	2	-8
CCCC[C@H](CN(N=O)[C@@H](Cc1ccccc1)CN(C)N=O)N(CCc1ccccc1)N=O	-3	9	1.4	9	-3	5	-4	-2	-18
COC(=O)C1=NN(C(=O)c2ccc(Cl)cc2)C(O)(c2ccccc2)C1 (centres undefined)	13	7	1.5	17	-1	1	-4	-12	-15
Cc1c(C(=O)OCC(=O)N(C)c2ccccc2)cccc1[N+](=O)[O-]	8	-6	0.4	19	-3	3	-4	-9	-8
N#CCc1c(C#N)c(N)nc(Nc2ccccc2)c1C#N	-1	-10	8.7	15	-18	2	2	-1	-5
C=CCn1c(O)c2ccc(C(=O)N=NC(=O)c3ccc(F)cc3)cc2c1O	2	4	0.8	-21	-2	2	2	-2	13
CCOc1cccc(/C=N/NC(=S)NCCN2CCOCC2)c1O	-10	1	-0.1	-16	-3	1	-1	-1	5
O=C(NCC(c1cccs1)N1CCOCC1)c1cc(Cl)ccc1[N+](=O)[O-] (centres undefined)	14	0	-0.3	-25	4	1	4	-30	10
COC(=O)CC1C(=O)NCCN1C(=O)c1ccc2oc(C(C)C)nc2c1 (centres undefined)	8	3	0.0	23	-2	1	0	-8	-4
Nc1ccn(C2OC(CO)C(O)C2F)c(=O)n1 (centres undefined)	-3	7	0.6	-5	2	0	-9	12	5
CC(C)(C)OC(=O)NCCCCCNC(=O)c1nc[nH]c1C(=O)NCC(=O)OCc1ccccc1	-14	20	13	-2	3	29	-38	24	-2
CCc1ccc(-c2cc3c(=O)n(CC(=O)NCc4ccccc4F)ncn3n2)cc1	4	7	-0.4	-8	-3	0	2	-5	-12
O=C(c1cnn2c(C(F)F)cc(-c3ccccc3)nc12)N1CCOCC1	-10	3	0.6	16	0	0	-2	0	-3
COc1ccc(CCNC(=O)Cn2c(=O)n(CC3CCCO3)c(=O)c3cc(OC)c(OC)cc32)cc1OC (centres undefined)	-14	9	0.4	-4	1	0	-3	6	-1
Cc1ccc(C)c(NC(=S)c2ccccn2)c1	-5	6	0.5	21	-6	-1	11	0	-10
Cc1ccccc1N1CCN(C2CCCN(C(=O)c3ccsc3)C2)CC1 (centres undefined)	15	9	0.5	-9	-8	1	3	-3	-1
O=C(CSc1nc2nn(-c3ccccc3)c(=O)c-2c2n1CCCCC2)Nc1ccc(F)cc1F	17	4	0.2	-13	3	1	5	-6	-3
Cc1cc2nn(-c3cccc4ccccc34)nc2cc1NC(=O)c1cccs1	12	-1	7.3	16	-2	1	-5	-9	-2

A few values from the list.
Entry for Cc1ccccc1N1CCN(C2CCCN(C(=O)c3ccsc3)C2)CC1 (centres undefined) under CHO-K1 Ca PAM: -9
Entry for NC(=S)N/N=C/c1c(O)c(Br)cc2oc3c(c12)CCCC3 under M1 ag parental: 0.3
